Screening data from PubChem.
MITF inh = inhibitors of human MITF; O75030; AlphaScreen MITF homodimerization, bead proximity signal; inhibition, % at 2.6 µM; 650,000 compounds, 0.91% hits; in the data active means inhibition above about 50%;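 further: 0% = vehicle wells with protein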
Target sequence (O75030 whole entry, looked up): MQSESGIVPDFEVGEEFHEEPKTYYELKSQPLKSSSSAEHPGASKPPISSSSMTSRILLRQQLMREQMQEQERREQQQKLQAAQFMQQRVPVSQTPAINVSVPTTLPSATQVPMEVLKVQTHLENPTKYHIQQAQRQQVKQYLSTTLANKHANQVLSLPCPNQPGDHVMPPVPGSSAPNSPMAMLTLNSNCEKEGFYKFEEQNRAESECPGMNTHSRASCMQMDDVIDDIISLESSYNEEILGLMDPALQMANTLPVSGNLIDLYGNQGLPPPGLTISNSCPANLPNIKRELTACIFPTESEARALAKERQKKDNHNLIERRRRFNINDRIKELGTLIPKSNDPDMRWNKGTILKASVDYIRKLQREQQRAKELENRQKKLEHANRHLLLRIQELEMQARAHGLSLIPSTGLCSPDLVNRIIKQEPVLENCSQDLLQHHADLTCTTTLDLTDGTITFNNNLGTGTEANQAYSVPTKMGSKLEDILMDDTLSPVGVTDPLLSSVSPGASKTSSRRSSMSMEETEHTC
GPR151 activ = activates the human receptor GPR151. AID 1508602. 650,000 compounds, 1% hits. activation, % at 11.2 µM. PathHunter beta-arrestin GPR151 cells, luminescence. Q8TDV0; in the data active means activation above about 4.9%;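 further: 0% = median of compound wells and 100% = cells with positive control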
Target sequence (Q8TDV0 whole entry, looked up): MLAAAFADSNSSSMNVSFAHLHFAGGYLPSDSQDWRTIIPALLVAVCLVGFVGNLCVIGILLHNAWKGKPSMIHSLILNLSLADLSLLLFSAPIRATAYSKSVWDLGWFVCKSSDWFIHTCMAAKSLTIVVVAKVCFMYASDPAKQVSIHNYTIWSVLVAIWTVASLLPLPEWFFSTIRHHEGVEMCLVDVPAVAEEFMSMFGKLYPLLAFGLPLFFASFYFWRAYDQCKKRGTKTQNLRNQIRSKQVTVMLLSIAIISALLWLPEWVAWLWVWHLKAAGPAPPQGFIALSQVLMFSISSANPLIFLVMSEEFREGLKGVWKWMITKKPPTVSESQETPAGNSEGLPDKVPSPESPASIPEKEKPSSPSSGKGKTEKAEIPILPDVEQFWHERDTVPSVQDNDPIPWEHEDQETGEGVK
TEAD-YAP inh = TEAD-YAP interaction inhibition; HEK-TIYL cells, TEAD-Gal4/YAP UAS-luciferase luminescence; AID 1259422; inhibition, % at 9.12 µM; 640,000 compounds, 1.4% hits; in the data active means inhibition above about 32%;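 further: 0% = median of test compound wells and 100% = reference inhibitor wells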
FBW7 act = human FBW7 E3 ligase activation, primary screen. normalized activity (activation), % at 26.1 µM. 650,000 compounds, 0.13% hits. Q969H0. AlphaScreen FBW7–phospho-cyclin E peptide binding, activator screen; in the data active means normalized activity above about 1.9%;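 further: purified mutant Fbw7 with reduced substrate affinity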
Numbers without * were called inactive. Hits appear at their usual frequency. About 3.4% of those tested had a hit in this group.

SMILES	MITF inh	GPR151 activ	TEAD-YAP inh	FBW7 act
CCCN1c2ccccc2-c2c(ssc2=S)C1(C)C	16	-0.3	13	-1.2
CCCCN(C)C(=O)c1sc2ncnc(N3CCN(c4ccccc4F)CC3)c2c1C	14	-0.5	-7	-0.4
CSc1ccc(C2C3=C(CCCC3=O)Nc3ncnn32)cc1 (configuration not stated)	-5	0.2	-7	-0.1
Cc1ccc(C(=O)N2CCC(C)CC2)cc1	-9	0.2	-10	-0.1
N#Cc1c(C(F)(F)F)cc(-c2cccs2)nc1SC1CC(=O)N(c2ccccc2)C1=O (configuration not stated)	-3	5.1*	0	0.7
COc1cc(/C=N\NC(=O)c2ccco2)cc(Br)c1O	17	-2.1	-33	0.0
CCOC(=O)c1[nH]c2ccccc2c1NC(=O)/C=C/c1cc(OC)c(OC)c(OC)c1	8	2.2	-5	0.1
COC(=O)c1ccc2nc(NC(=O)CN3C(=O)CCC3=O)sc2c1	-2	-2.1	2	-0.1
COc1cccc(-n2nnnc2SCc2ccccc2F)c1	-6	-1.3	-1	0.2
CCC(CC)CN1CCc2nnc(C(C)NC(=O)C3CC3)n2CC1 (configuration not stated)	10	0.7	4	0.3
Cc1ccc(/C=C2/C(=N)N3C(=NC2=O)SN=C3S(=O)(=O)CC(C)C)o1	2	0.3	-2	-0.2
O=C(CCCn1c2ccccc2c2cn[nH]c(=O)c21)NCCCN1CCCCC1	-12	-1.1	0	0.0
COc1cc(C2C(C(=O)OCC(C)C)=C(C)N=C3SCCC(=O)N32)cc(OC)c1OC (configuration not stated)	3	0.3	-2	0.0
CC(C)C(=O)Nc1ccc2c(c1)OCCO2	10	-0.5	-37	-0.1
CCOc1cc2c(cc1OCC)C1C(C(=O)NC(C)CC)c3ccccc3C(=O)N1CC2 (configuration not stated)	22	-0.8	3	0.0
CCCCCCCC(=O)Nc1ccc(C(=O)Nc2ccc(Cl)cc2C)cc1	10	2.0	0	0.1
CCOP(=O)(OCC)C(Nc1ccc([N+](=O)[O-])cc1)c1c[nH]c2ccccc12 (configuration not stated)	-3	-0.1	12	0.0
CCOC(=O)C1=CN(c2ccc(OCC)cc2)C=C(C(=O)OCC)C1c1ccc(C(F)(F)F)cc1	2	-0.2	-3	0.1
C=CCc1ccccc1OCCOc1ccc(/C=C2/C(=N)N3N=C(CC)SC3=NC2=O)cc1	-9	1.1	-12	-0.1
CSC1=C(C#N)C(c2ccc(Br)cc2)CC(=O)N1 (configuration not stated)	10	-0.4	2	0.1
CCOC(=O)C1CCC(CN(Cc2ccc(OC)cc2)S(=O)(=O)c2ccc(F)c(C(=O)Nc3c(C)cccc3CC)c2)CC1 (configuration not stated)	12	-1.8	-11	0.5
CC(C)CCn1c(CN2CC(C)CC(C)C2)nc2c1c(=O)n(C)c(=O)n2C (configuration not stated)	11	1.0	3	-0.4
Cc1ccc(SCC(=O)N2CCN(c3nc4ccccc4s3)CC2)cc1	1	1.2	-10	-0.3
CCOC(=O)Cn1c(=O)oc2cc(S(=O)(=O)Nc3ccc(C)cc3Cl)ccc21	12	-0.6	8	0.8
CCn1c2ccccc2c2cc(CN3CCN(C(=O)c4c(OC)cccc4OC)CC3)ccc21	40	-1.2	-6	-0.2
CCc1ccccc1NC(=O)CCc1c(C)nn(-c2nc(C)cc(=O)[nH]2)c1C	6	0.4	3	-1.0
COc1cc(/C=C2/N=C(c3ccccc3[N+](=O)[O-])OC2=O)cc(I)c1OC(C)=O	-8	-0.7	-4	0.1
CC(C)Oc1ccccc1/C=N/NS(=O)(=O)c1ccc(Br)cc1	5	-0.3	15	0.1
CCn1c(SCC(=O)Nc2ccc(F)cc2)nnc1-c1cccs1	20	-1.8	15	0.1
NC1=NC(=O)/C(=C/c2ccc(OC(=O)c3ccco3)cc2)S1	1	1.2	4	-0.3
COc1ccc2c(c1)NC1(CCN(Cc3cnn(C)c3C)CC1)c1cccn1-2	6	1.7	6	-0.4
O=C(O)CCSc1nnc(SCC(=O)NCC(F)(F)F)s1	0	1.3	0	0.0
Cc1ccc(S(=O)(=O)Nc2cc(C(F)(F)F)ccc2-n2cncn2)cc1	0	0.0	-7	0.0
COc1ccc(C(=O)NCc2nnc(SCC(=O)N3N=C(c4ccc(OC)cc4)CC3c3ccc(F)cc3)n2C)cc1 (configuration not stated)	16	-0.9	9	0.4
CCOC(=O)N/N=C/c1ccc(-c2cccc(C(=O)O)c2)o1	6	-1.6	-16	0.0
O=C(CSc1nnc(NC(=O)c2ccccc2)s1)NCCc1ccccc1	-4	4.9	-14	-0.1

Only GPR151 activ and FBW7 act, for some of the entries so far:
SMILES	GPR151 activ	FBW7 act
O=C(O)CCSc1nnc(SCC(=O)NCC(F)(F)F)s1	1.3	0.0
Cc1ccc(S(=O)(=O)Nc2cc(C(F)(F)F)ccc2-n2cncn2)cc1	0.0	0.0
COc1ccc(C(=O)NCc2nnc(SCC(=O)N3N=C(c4ccc(OC)cc4)CC3c3ccc(F)cc3)n2C)cc1 (configuration not stated)	-0.9	0.4
CCOC(=O)N/N=C/c1ccc(-c2cccc(C(=O)O)c2)o1	-1.6	0.0
O=C(CSc1nnc(NC(=O)c2ccccc2)s1)NCCc1ccccc1	4.9	-0.1

Single records, as listed above. Values in the order: MITF inh, GPR151 activ, TEAD-YAP inh, FBW7 act
COc1ccc2c(c1)NC1(CCN(Cc3cnn(C)c3C)CC1)c1cccn1-2 across the screens: 6, 1.7, 6, -0.4
O=C(O)CCSc1nnc(SCC(=O)NCC(F)(F)F)s1 across the screens: 0, 1.3, 0, 0.0
CCn1c(SCC(=O)Nc2ccc(F)cc2)nnc1-c1cccs1 across the screens: 20, -1.8, 15, 0.1
Cc1ccc(S(=O)(=O)Nc2cc(C(F)(F)F)ccc2-n2cncn2)cc1 across the screens: 0, 0.0, -7, 0.0

New compounds follow:
SMILES	MITF inh	GPR151 activ	TEAD-YAP inh	FBW7 act
O=C(NC(=S)Nc1ccc(Br)cc1F)c1cccs1	9	-1.2	-44	-0.1
O=C(O)c1cc(S(=O)(=O)N2CCOCC2)ccc1O	9	-0.9	-2	0.0
CCc1ccc(/C=C/c2[nH]c(=O)[nH]c(=O)c2[N+](=O)[O-])cc1[N+](=O)[O-]	6	-1.5	-1	-0.3
Cc1oc(C(C)(C)C)cc1C(=O)NCC(=O)NCC(=O)O	-13	2.5	-11	-0.2
O=C(NC1CCCC1)C(c1ccncc1)N(Cc1ccccc1F)C(=O)c1csnn1 (configuration not stated)	17	-0.5	-5	-0.1
CCCc1cc(=O)[nH]c(Nc2ccc(OCC)cc2)n1	11	0.7	1	0.8
CCOC(=O)N1CCN(c2cc(-c3ccncc3)nc(-c3ccncc3)n2)CC1	6	0.1	5	0.0
CC1CN(C(=O)c2cc3c(=O)n4ccccc4nc3s2)CC(C)O1 (configuration not stated)	5	-0.6	-5	0.0
CC[n+]1cccc2ccc3cccnc3c21	9	-0.3	29	0.1
Cc1onc(-c2ccccc2Cl)c1C(=O)N1CCCc2ccccc21	10	0.0	7	0.0
O=C(Nc1ccnn1C1CCN(C(=O)C2=CCCC2)CC1)C1CC1	1	2.8	3	-0.1
CCOC(=O)c1ccc(NC(=O)CSC2=NN3CCCC(=O)N=C3S2)cc1	2	0.2	-3	0.1
Cc1cc2cc(CNC(=O)COc3ccccc3)ccc2[nH]1	8	-0.1	-8	0.1
O=C(c1nnc(-c2ccc(Cl)cc2)o1)C1CCCC1	10	-1.6	-21	0.9
CN(C)C(=O)CN1CCN(c2nc3nonc3nc2N2CCCCC2)CC1	7	-1.8	-7	-0.2
COc1ccc(C2C(C#N)=C(N)Oc3c2c(C)nn3-c2ccccc2)cc1 (configuration not stated)	14	8.5*	10	-0.3
CC1(C)C2CCC1(CS(=O)(=O)N1CCc3ccccc31)C(=O)C2 (configuration not stated)	5	-0.1	9	0.3
COc1ccccc1NC(=O)c1c(NCc2ccc(Cl)cc2Cl)sc(-c2ccccc2)c1C	-5	1.3	11	0.1
Cc1cc(C)nc(N/C(=N/S(=O)(=O)Cc2ccccc2)Nc2ccccc2)n1	24	-0.6	1	0.4
COC(=O)c1ccc(Oc2coc3cc(OC(=O)c4cccc(OC)c4)ccc3c2=O)cc1	-15	0.0	14	0.0
O=C(Nc1ccc(-c2nc3ccccc3o2)cc1)c1cccs1	2	0.0	-56	0.2
O=C(NCc1n[nH]c(=S)n1-c1ccc(F)cc1)c1ccccc1F	-1	-1.0	0	-0.1
CCOC(=O)C(C(=O)Nc1cccc(C)n1)C1CCCCC1 (configuration not stated)	-2	-1.1	-3	-0.2
Cc1c(F)cccc1NS(=O)(=O)c1ccccc1C#N	11	2.0	12	0.4

Reprinted from the part before: 3 compounds; new compounds follow.
SMILES	MITF inh	GPR151 activ	TEAD-YAP inh	FBW7 act
O=C(NCc1n[nH]c(=S)n1-c1ccc(F)cc1)c1ccccc1F	-1	-1.0	0	-0.1
CCOC(=O)C(C(=O)Nc1cccc(C)n1)C1CCCCC1 (configuration not stated)	-2	-1.1	-3	-0.2
Cc1c(F)cccc1NS(=O)(=O)c1ccccc1C#N	11	2.0	12	0.4
O=C(/C=C/c1ccco1)C1=C(O)C(=O)N(CCCN2CCOCC2)C1c1ccco1 (configuration not stated)	79*	0.6	4	-0.2
COc1ccc(C(=O)N/C(=C\c2ccco2)C(=O)NCCc2c(C)[nH]c3ccccc23)cc1	-5	-1.2	6	0.1
C[N+]1=C2CCCCCN2C(O)(c2ccccc2)C1 (configuration not stated)	19	-1.3	-3	0.6
CCOC(=O)CN(Cc1ccc(OC)c(OC)c1)S(=O)(=O)c1ccc(OC)cc1	-53	-1.2	-1	-0.2
Cc1cccc(CSc2nc3ccncc3n2Cc2cc(=O)n3ccccc3n2)c1	0	1.7	-2	0.0
Cn1c(Cn2c(=O)sc3ccccc32)nnc1SCc1ccc(Br)cc1	21	0.2	-3	0.8
O=C(Nc1ccc(Br)cc1Cl)C1CC(=O)N(c2ccc(Cl)cc2)C1 (configuration not stated)	21	-0.6	14	0.5
CC1Cc2ccccc2N1C(=O)CN1C(=O)NC2(CCCCCC2)C1=O (configuration not stated)	-1	1.8	-5	0.5
C=CCc1cccc(/C=N/NC(=O)C(C)Nc2ccc(OCC)cc2)c1O (configuration not stated)	13	0.5	-2	0.6
O=C(O)c1cnc(N2CCCCC2)nc1	12	-0.7	1	0.1
COc1ccc(C2CC(C(F)(F)F)n3nc(C(N)=O)c(Cl)c3N2)cc1OC (configuration not stated)	3	-0.7	0	0.0
COCCNC(=O)c1cn2cc(C)sc2n1	12	1.6	-7	1.8
O=C(NC1CCCCC1)c1ccc([N+](=O)[O-])cc1Cl	-2	1.3	40*	0.7
Cc1cccc(C)c1NC(=O)c1c(NC(=O)c2ccc(Cl)cc2)sc2c1CCCCC2	9	-0.8	2	0.0
CNC(=O)[C@@H]1C[C@H](NCC2=CC[C@H]3C[C@@H]2C3(C)C)CN1Cc1ccc(Cl)cc1	-5	-0.1	-4	-0.2
Cc1nc2c(C(=O)Nc3ccc(N4CCCC(O)C4)cc3)snc2c(=O)[nH]1 (configuration not stated)	0	0.6	5	-0.2
CSc1ccc(-c2nc(O)c3c4ccccc4c(=O)[nH]n23)cc1	-7	-1.9	-1	-0.1
S=c1[nH]nc(OCc2ccc(Cl)cc2Cl)n1-c1ccccc1	3	2.8	5	-0.1
O=C(Nc1ncc(Cc2cccc([N+](=O)[O-])c2)s1)c1ccccc1Cl	16	-0.4	8	1.3
COc1cccc(C2NC(=O)NC(C)=C2C(=O)Nc2ccccc2Cl)c1 (configuration not stated)	17	-1.7	2	1.1
COc1cc(OC)cc(-c2nc3ccccc3c(=O)n2NC(=O)c2cccnc2Cl)c1	-3	-0.5	-9	0.0
COc1cccc(CC(=O)N2CCC(CCC(=O)Nc3cccc(OC)c3)CC2)c1	-5	3.4	-22	0.0
Cc1onc(-c2ccccc2)c1C(=O)NCCNc1ccc(Cl)cc1[N+](=O)[O-]	5	0.1	6	-0.2
CC(=O)N1CCN(C2=NC(=O)/C(=C\c3ccc(O)cc3)S2)CC1	-4	-0.6	8	0.1
COc1ccc(Nc2nc(Cl)nc(NC3CCCC3)n2)cc1	21	-1.8	-10	0.0
NCCCOc1ncccc1C(=O)Nc1ccc2[nH]ncc2c1	7	0.4	9	0.3
Cc1cc(CN(C)C(=O)CC2C(=O)NCCN2Cc2c(F)cccc2Cl)n[nH]1 (configuration not stated)	-2	-0.4	-4	-0.2
O=C(Nc1ccc(F)c(Cl)c1)c1cc(-c2ccccc2O)on1	6	0.8	4	-0.1
CCN(c1cccc(C)c1)S(=O)(=O)c1ccc2[nH]c(=O)ccc2c1	-11	2.3	-2	0.1
C=CCOc1ccc2ccccc2c1C=C(C#N)C#N	-2	1.3	-15	-0.1
N#Cc1cccn1-c1c(F)cccc1F	-3	0.9	3	-0.2
CC(C)(C)c1ccc(CSc2nc3ccccc3c(=O)n2NC(=O)c2ccccc2)cc1	11	-1.0	-6	0.0
CC(=O)Nc1cc(C(=O)NCc2ccc(F)cc2)ccc1S(=O)(=O)c1ccc(C)cc1	18	0.1	-8	1.2
CC1(C)CC(=O)C=C(Nc2ccccn2)C1	-7	-0.2	-8	-0.2
Cc1ccccc1-n1c(=S)sc2c1nc(SCC(=O)NCc1ccccc1)n1c3ccccc3nc21	8	1.4	0	-0.1
Cc1ccc(Cn2nnc3c(=O)n(CC(=O)c4ccccc4)cnc32)cc1	15	-0.9	-3	0.1
NC(=O)c1ccc(NC(=O)CN(c2ccccc2Cl)S(=O)(=O)c2ccccc2)cc1	-1	1.0	-7	0.0
Cc1ccccc1CN(c1ccc(C(=O)NC(C)(C)C)cc1)S(C)(=O)=O	4	0.4	7	0.1
